# Screens: PubChem BioAssay, Sanford-Burnham Center for Chemical Genomics
# CCR6 antagonist = antagonists of human CCR6 receptor. P51684. CHO-K1 CCR6 PathHunter beta-arrestin, luminescence, CCL20-stimulated. inhibition, % at 20 µM. hit rate 0.49% among 340,000;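 active = compounds whose inhibition of the agonist-driven luminescence signal at 20 µM reaches about 50%, limit read from the data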;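 note: cells stimulated with CCL20 at 14 nM final; plate controls were DMSO with CCL20 for no effect and DMSO without agonist for full effect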
# Target sequence (P51684 whole entry, looked up): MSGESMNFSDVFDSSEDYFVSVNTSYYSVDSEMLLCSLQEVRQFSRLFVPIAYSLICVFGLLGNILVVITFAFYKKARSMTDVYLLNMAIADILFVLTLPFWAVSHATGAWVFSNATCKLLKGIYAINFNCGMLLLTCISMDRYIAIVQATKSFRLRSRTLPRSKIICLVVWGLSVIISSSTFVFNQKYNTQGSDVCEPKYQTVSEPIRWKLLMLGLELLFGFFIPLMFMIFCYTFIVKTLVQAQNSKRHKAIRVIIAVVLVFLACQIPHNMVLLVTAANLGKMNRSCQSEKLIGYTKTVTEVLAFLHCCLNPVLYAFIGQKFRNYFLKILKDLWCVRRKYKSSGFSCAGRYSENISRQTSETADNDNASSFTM
# EBI2 antag = EBI2 (human) antagonism; P32249; EBI2 beta-arrestin recruitment, luminescence, 7a,25-OHC stimulated; inhibition, % at 5 µM; hit rate 0.81% among 360,000; AID 651636; in the data active = inhibition above about 38%;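 note: enzyme fragment complementation signal reports receptor beta-arrestin coupling in cells; 0% = agonist plus DMSO wells and 100% = wells without agonist; some results beyond the cut were filed as inactive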
# APOBEC3A inh = human APOBEC3A DNA deaminase inhibition; recombinant A3A, FAM/TAMRA ssDNA deamination fluorescence; inhibition, % at 20 µM; hit rate 0.41% among 330,000; P31941;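 active = at least 40% inhibition at 20 µM here, with at most 30% in a related deaminase screen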;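 note: plate controls were A3A with DMSO for no effect and wells lacking A3A enzyme for full effect; some results filed as inactive read as strong as hits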
# Target sequence (P31941 whole entry, looked up): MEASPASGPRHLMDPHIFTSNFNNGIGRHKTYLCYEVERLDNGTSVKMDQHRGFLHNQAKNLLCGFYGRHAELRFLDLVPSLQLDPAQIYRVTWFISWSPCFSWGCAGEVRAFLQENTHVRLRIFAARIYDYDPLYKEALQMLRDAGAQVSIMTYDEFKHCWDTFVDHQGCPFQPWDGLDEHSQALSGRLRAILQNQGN
# Gli-Sufu block = blocks Gli-Sufu signaling in a luciferase reporter. hit rate 0.74% among 340,000. inhibition, % at 5 µM. Sufu-KO-LIGHT fibroblasts, Gli luciferase reporter luminescence;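 active = inhibition above about 55%, limit read from the data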;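 note: 0% = DMSO-treated cells and 100% = wells with medium but no cells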
# CXCR6 inh = blocks human CXCR6 beta-arrestin recruitment; O00574; CHO-K1 PathHunter CXCR6 beta-arrestin, luminescence; inhibition, % at 20 µM; hit rate 0.36% among 360,000; AID 602244; in the data active = inhibition above about 34%, passing the limit was not always enough;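 note: antagonist mode with CXCL16 agonist at 10 nM final; 0% = 10 nM CXCL16 with DMSO and 100% = unstimulated wells without agonist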
# Target sequence (O00574 whole entry, looked up): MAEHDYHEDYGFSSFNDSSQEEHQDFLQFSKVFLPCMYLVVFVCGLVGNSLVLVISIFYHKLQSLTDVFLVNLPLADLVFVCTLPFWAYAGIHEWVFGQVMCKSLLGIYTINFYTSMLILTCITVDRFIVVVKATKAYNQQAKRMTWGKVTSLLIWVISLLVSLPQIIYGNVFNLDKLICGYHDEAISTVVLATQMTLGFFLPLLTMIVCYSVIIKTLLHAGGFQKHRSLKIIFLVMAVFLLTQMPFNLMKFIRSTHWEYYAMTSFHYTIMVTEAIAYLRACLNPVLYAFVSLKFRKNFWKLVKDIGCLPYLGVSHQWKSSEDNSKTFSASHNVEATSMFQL
# A3G deaminase = inhibitors of human APOBEC3G DNA deaminase; recombinant A3G, ssDNA deamination FAM/TAMRA fluorescence; inhibition, % at 20 µM; hit rate 0.28% among 330,000; AID 493012;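 active = inhibition of at least 40% at 20 µM, with no more than 30% in the related APOBEC3A deaminase screen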;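 note: plate controls were DMSO wells with A3G for no effect and wells lacking A3G enzyme for full effect; some compounds called inactive have numbers as strong as hits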
# NR3A LBD binder = modulators (binders) of human NR3A ligand-binding domain; NR3A LBD differential scanning fluorimetry, Tm shift; 0% = protein alone, 100% = glycine-bound protein; Tm shift relative to glycine control, % at 25 µM; hit rate 2.5% among 340,000;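 active = melting temperature shift of at least 10% of the positive control shift, at one fixed dose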
# MPTP block = blocks calcium-induced mitochondrial swelling; isolated mouse mitochondria, Ca2+ swelling absorbance, 30 min; inhibition, % at 10 µM; hit rate 1.4% among 360,000;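 active = inhibition of 50% or more, scaled per plate between neutral and stimulator controls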;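 note: 0% = DMSO wells given calcium and 100% = 1 mM EGTA wells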
# * marks the source's active call; other numbers are inactive results; nt = not tested or not shown. Rows are unselected, and some 5.8% of all compounds hit somewhere here.
structure	CCR6 antagonist	EBI2 antag	APOBEC3A inh	Gli-Sufu block	CXCR6 inh	A3G deaminase	NR3A LBD binder	MPTP block
CC(Sc1ccccc1)C(=O)Nc1ccccc1C(=O)N1CCOCC1 (centres undefined)	-7	-9	1	-3	0	-4	-1	-2.7
Cc1nn2c(N)c(-c3ccccc3)cnc2c1-c1ccc(Cl)cc1	-11	21	-4	-46	-4	-4	3	1.7
CCN(CC)S(=O)(=O)c1ccc(N2CC(C(=O)NC3(C)CCS(=O)(=O)C3)CC2=O)cc1 (centres undefined)	-9	-13	-3	0	1	-3	-1	-2.7
O=C(OCC(=O)N1CCc2ccccc21)c1ccccc1[N+](=O)[O-]	3	2	-3	-83	-4	-7	-1	0.5
COc1ccc(CCN(C)C(=O)C2CCN(Cc3ccc(C)cc3)CC2)cc1OC	1	-7	9	-3	8	-4	-3	-2.0
CCCOc1c(Br)cc(C2C3=C(CCCC3=O)N(CC)C3=C2C(=O)CCC3)cc1OC	5	-7	24	7	-4	23	-1	-0.4
O=C(O)c1ccc(NN=Cc2cc(=O)[nH]c(=O)[nH]2)cc1	-5	-8	nt	4	-8	nt	0	0.2
CCn1c(SCC(=O)NCc2ccc3c(c2)OCO3)nnc1-c1ccco1	7	-15	0	9	-7	-5	1	-0.8
Cc1ccc(S(=O)(=O)N2CCN(C(=O)COC(=O)CCOc3cc(C)ccc3C)CC2)c(C)c1	11	-2	nt	1	4	nt	2	0.6
Cc1ccc(-c2cnc(NC(=O)CCC(=O)N(C)Cc3ccccc3)n2C)cc1	2	-3	-1	11	5	-4	-2	-0.2
CC(=O)c1cc(C(=O)N2CCc3c([nH]c4ccccc34)C2C2CCCCC2)[nH]n1 (centres undefined)	19	-21	-4	3	6	-18	-4	-0.3
COc1ccc(-n2nc(C(=O)NCC(=O)Nc3cc(Cl)c(OC)cc3OC)c3ccccc3c2=O)cc1	17	1	-1	-21	9	0	-2	2.6
CC(OCc1ccccc1)C(NC(=O)OC(C)(C)C)C(=O)NCC1CCCO1 (centres undefined)	1	-6	0	-11	-7	-10	1	-0.5
O=C(Oc1cccccc1=O)c1ccccc1	3	-25	-4	-10	-2	-8	-2	1.9
COC(=O)CCCCCN1C(=O)NC(c2ccc(-c3ccccc3)cc2)C(C(=O)OCc2ccccc2)=C1C (centres undefined)	15	nt	-2	-1	nt	-8	1	nt
COCCNC(=O)C(c1ccc(C)o1)N(C(=O)c1snc(C(N)=O)c1N)c1cc(C)cc(C)c1 (centres undefined)	-6	17	0	7	-5	0	0	0.6
COc1cc2c(cc1OC)C(C(=O)N1CCCC1)C(c1ccccc1F)N(C)C2=O (centres undefined)	5	-7	-2	8	1	-4	-1	-0.4
CSc1nc2sc3c(c2c(=O)n1C)CCC(C)C3 (centres undefined)	1	6	-2	1	-3	-6	4	2.4
COc1cccc(NC(=O)NCc2ccccc2Cl)c1	-3	8	-3	-16	-4	-8	-7	3.3
O=C(CNC(=O)Cc1ccccc1)NCC(=O)OCc1ccccc1	-44	-9	2	99*	-3	-4	0	0.7
N#Cc1cc([N+](=O)[O-])ccc1NC(=O)COC(=O)C1CCC(=O)N1 (centres undefined)	-8	-7	1	3	1	2	2	-0.2
CC1CN(CCCCOc2ccc(Cl)c3ccccc23)CC(C)O1 (centres undefined)	-5	-13	-2	25	-4	-7	0	0.5
CC(C)OC(=O)CC1C(=O)NCCN1C(=S)NC(=O)CCc1ccccc1 (centres undefined)	0	-6	-2	-4	-4	-4	-2	0.5
Cc1ccccc1NCN1C(=O)C2CCC(C)(C1=O)C2(C)C (centres undefined)	17	3	0	-13	-6	-6	1	0.6
Cc1ccc(NC(=O)c2scc3c2CCCC3)cc1	5	-13	3	-26	-9	-2	2	0.7
COc1ccc(CCNC(=O)[C@@H](NC(=O)N2CC(=O)Nc3ccccc32)C(C)C)cc1OC	0	-3	-3	-20	-1	-7	1	0.0
N/C(=N\OS(=O)(=O)c1ccccc1)c1ccncc1	-46	-12	0	-7	-24	12	1	-4.4
Cn1c(SCC(=O)N/N=C/c2ccc(O)c(O)c2)nc2ccccc21	-2	5	-1	11	8	-6	2	2.9
CC(=O)c1oc2ccccc2c1NC(=O)CCCN1C(=O)c2ccccc2C1=O	0	1	1	-9	3	1	-1	0.8
CC(=O)N(CCS(=O)(=O)c1ccc(Cl)cc1)Cc1cccs1	-6	0	-3	-4	5	-6	9	-1.5
CCOC(=O)CNC(=O)CSc1nc2sc(C)c(C)c2c(=O)n1C	-7	0	-3	7	-3	-10	0	4.1
COc1cccc(C2=NOC(C(=O)NCCN3CCOCC3)C2)c1 (centres undefined)	3	3	0	-6	-11	-4	0	1.0
N#CC1=C(SCc2ccccc2)NC(=O)CC1c1ccccc1 (centres undefined)	11	-1	2	12	4	0	3	-5.1
Cc1ccccc1/C=N/Nc1ccnc2cc(Cl)ccc12	16	22	nt	2	9	nt	8	99*
CC(C)(C)OC(=O)CNC(=O)c1[nH]cnc1C(=O)N[C@@H](Cc1ccccc1)C(=O)OCc1ccccc1	-18	-2	-2	-5	-3	-9	-13	2.1
O=C(COC(=O)c1cccs1)Nc1ccccc1C(F)(F)F	-7	-9	4	-2	-3	6	-3	0.3
CN1C(=O)N(C)C2(C)CC1(C)N(C)C(=O)N2C	9	-6	-3	0	-5	-5	0	1.4
COC(=O)c1ccc(Nc2c([N+](=O)[O-])ccc3nonc23)cc1	34	-7	-5	-7	-17	-6	-4	0.3
Cc1ccc(OCC(=O)Nc2ccc3oc(=O)ccc3c2)cc1	16	18	-6	-4	-8	-2	-18	-0.2
COc1coc(/C=C/C(=O)O)cc1=O	-2	-3	5	2	1	0	0	-3.1
CC1CCCN(C(=O)CSc2n[nH]c(-c3cccs3)n2)C1 (centres undefined)	9	-5	2	-1	-1	-3	0	2.0
NS(=O)(=O)c1ccc(CCNC(=O)CN2CCN(c3ccccc3O)CC2)cc1	-3	-10	-3	-10	-8	-6	-2	0.2
Cc1cc([N+](=O)[O-])nn1CC(=O)NCc1ccccc1	5	-2	-5	-1	-7	-3	-3	0.4
COc1ccc(NC(=O)CCCNC(=O)c2ccc(Cl)cc2)cc1OC	3	0	8	0	-1	-6	1	-0.4
OC(CN1C2=NCCCN2c2ccccc21)c1ccc(Br)cc1 (centres undefined)	-4	-7	-3	11	8	-7	-1	-3.4
CN1CCCN(c2ccc([N+](=O)[O-])cc2)CC1	5	-7	3	-6	0	-6	-1	0.4
CCCCN1C(=O)C(=O)N(CC(=O)c2cc(C)n(C3CC3)c2C)C1=O	5	-2	-2	-6	-10	-4	2	-0.6
Cc1ccc(S(=O)(=O)Nc2c(C)[nH]c(=O)[nH]c2=O)cc1C	11	-10	1	1	2	-8	0	-0.2

# Arranged by value in APOBEC3A inh (smallest number first): some entries from above
mol,APOBEC3A inh
COC(=O)c1ccc(Nc2c([N+](=O)[O-])ccc3nonc23)cc1,-5
CN1CCCN(c2ccc([N+](=O)[O-])cc2)CC1,3
COc1ccc(NC(=O)CCCNC(=O)c2ccc(Cl)cc2)cc1OC,8

# Further structures:
structure	CCR6 antagonist	EBI2 antag	APOBEC3A inh	Gli-Sufu block	CXCR6 inh	A3G deaminase	NR3A LBD binder	MPTP block
Cc1[nH]c(=O)[nH]c(=S)c1C(=O)Nc1ccc(Cl)c(Cl)c1	-5	3	-1	7	2	60*	-1	1.3
O=C(CN1CCN(S(=O)(=O)N2CCOCC2)CC1)Nc1cc(Cl)ccc1Cl	12	5	-4	-1	-4	-8	0	-0.1
CCOc1ccc(S(=O)(=O)N2CCOCC2)cc1NC(=O)C1=COCCO1	14	-3	-3	-4	2	-6	1	0.5
COc1cc(/C=N/NC(=O)c2ccc3c(c2)OCCO3)c(Br)c(Br)c1O	19	16	-4	11	1	-7	-7	0.7
Cc1ccc(CN2CCNC(=O)C2CC(=O)NCC(F)(F)F)o1 (centres undefined)	-5	-8	5	-10	-4	-2	0	0.0
CCN(CC)C(=O)C1CCCN(C(=O)Nc2ccc(NC(=O)N3CCCC(C(=O)N(CC)CC)C3)cc2)C1 (centres undefined)	-3	-7	-2	23	-4	-1	2	-0.7
C=CC(=O)N1C/C=C\C(c2ccc(OC)cc2)N(Cc2ccc(F)cc2)C(=O)C1 (centres undefined)	-1	-8	3	3	-4	4	-1	-2.6
Cc1nnc(C)n1/N=C/c1ccccn1	-2	-13	3	-5	0	0	1	-0.7
O=C1CN(C(=O)COC(=O)Cc2ccccc2F)c2ccccc2N1	-1	2	-6	-11	-8	-7	2	-0.1
COc1ccc2oc(C(=O)Nc3nccs3)c(C)c2c1	nt	1	-1	-173	0	-8	nt	0.7
CCCCCCCNC(=O)C1(CC2CC(c3ccc(Cl)cc3)=NO2)CCN(C(=O)C2(C)CC2)CC1 (centres undefined)	12	29	-4	19	19	-5	1	-2.0
CCN(CC)CCN(C(=O)c1ccc(C(=O)c2ccccc2)cc1)c1nc2ccc(OC)cc2s1	8	-3	1	31	12	5	-2	1.6
CN(C)Cc1c(O)ccc2c3c(c(=O)oc12)CCCCC3	-1	7	-3	22	2	-6	-1	-2.3
CCOc1cccc2sc(N(CCN(CC)CC)C(=O)c3cccc(N4C(=O)CCC4=O)c3)nc12	15	-4	-1	18	7	-7	3	-0.5
CN=C1SC(CC(=O)Nc2ccc(F)cc2F)C(=O)N1/N=C(\C)c1cccc(OCC(=O)O)c1 (centres undefined)	3	9	-3	1	-2	-5	0	0.9
O=C(O)c1ccc(-c2ccccc2)[nH]1	-1	-6	-2	6	1	-5	0	0.8

# By substructure: the entries above with an aryl methoxy group (13)
structure	CCR6 antagonist	EBI2 antag	APOBEC3A inh	Gli-Sufu block	CXCR6 inh	A3G deaminase	NR3A LBD binder	MPTP block
COc1ccc(CCN(C)C(=O)C2CCN(Cc3ccc(C)cc3)CC2)cc1OC	1	-7	9	-3	8	-4	-3	-2.0
CCCOc1c(Br)cc(C2C3=C(CCCC3=O)N(CC)C3=C2C(=O)CCC3)cc1OC	5	-7	24	7	-4	23	-1	-0.4
COc1ccc(-n2nc(C(=O)NCC(=O)Nc3cc(Cl)c(OC)cc3OC)c3ccccc3c2=O)cc1	17	1	-1	-21	9	0	-2	2.6
COc1cc2c(cc1OC)C(C(=O)N1CCCC1)C(c1ccccc1F)N(C)C2=O (centres undefined)	5	-7	-2	8	1	-4	-1	-0.4
COc1cccc(NC(=O)NCc2ccccc2Cl)c1	-3	8	-3	-16	-4	-8	-7	3.3
COc1ccc(CCNC(=O)[C@@H](NC(=O)N2CC(=O)Nc3ccccc32)C(C)C)cc1OC	0	-3	-3	-20	-1	-7	1	0.0
COc1cccc(C2=NOC(C(=O)NCCN3CCOCC3)C2)c1 (centres undefined)	3	3	0	-6	-11	-4	0	1.0
COc1coc(/C=C/C(=O)O)cc1=O	-2	-3	5	2	1	0	0	-3.1
COc1ccc(NC(=O)CCCNC(=O)c2ccc(Cl)cc2)cc1OC	3	0	8	0	-1	-6	1	-0.4
COc1cc(/C=N/NC(=O)c2ccc3c(c2)OCCO3)c(Br)c(Br)c1O	19	16	-4	11	1	-7	-7	0.7
C=CC(=O)N1C/C=C\C(c2ccc(OC)cc2)N(Cc2ccc(F)cc2)C(=O)C1 (centres undefined)	-1	-8	3	3	-4	4	-1	-2.6
COc1ccc2oc(C(=O)Nc3nccs3)c(C)c2c1	nt	1	-1	-173	0	-8	nt	0.7
CCN(CC)CCN(C(=O)c1ccc(C(=O)c2ccccc2)cc1)c1nc2ccc(OC)cc2s1	8	-3	1	31	12	5	-2	1.6
